Screens: PubChem, Sanford-Burnham Center for Chemical Genomics
697 NFkB inh – lowers PMA/ionomycin-induced NF-kB signal in 697 B cells. AID 435022. inhibition, % at 4 µM. 330,000 tested, 0.33% active. 697 B-cell NF-kB luciferase reporter, 16 h; in the data active = inhibition above about 35%
SENP8 block – inhibitors of human SENP8 protease | 330,000 tested, 1.2% active | Q96LD8 | inhibition, % at 10 µM | AID 2540 | purified SENP8, Z-RLRGG-aminoluciferin cleavage, luminescence
Target sequence (Q96LD8 whole entry, looked up): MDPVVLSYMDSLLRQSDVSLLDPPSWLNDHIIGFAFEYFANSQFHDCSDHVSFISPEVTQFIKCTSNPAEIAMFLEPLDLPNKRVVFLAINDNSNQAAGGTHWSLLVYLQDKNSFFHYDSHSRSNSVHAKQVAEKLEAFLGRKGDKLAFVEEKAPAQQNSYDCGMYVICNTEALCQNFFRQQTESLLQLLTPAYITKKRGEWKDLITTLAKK
Gli-Sufu block – blocks Gli-Sufu signaling in a luciferase reporter. 340,000 tested, 0.74% active. Sufu-KO-LIGHT fibroblasts, Gli luciferase reporter luminescence. inhibition, % at 5 µM. AID 588413;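 active = inhibition above about 55%, limit read from the data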;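 also: 0% = DMSO-treated cells and 100% = wells with medium but no cells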
Jurkat NFkB inh – lowers PMA/ionomycin-induced NF-kB signal in Jurkat cells; PMA/ionomycin-induced NF-kB luciferase reporter, luminescence; inhibition, % at 4 µM; 330,000 tested, 0.53% active; AID 435003
EBI2 antag – EBI2 (human) antagonism | P32249 | EBI2 beta-arrestin recruitment, luminescence, 7a,25-OHC stimulated | inhibition, % at 5 µM | 360,000 tested, 0.81% active | AID 651636; in the data active = inhibition above about 38%;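 also: enzyme fragment complementation signal reports receptor beta-arrestin coupling in cells; 0% = agonist plus DMSO wells and 100% = wells without agonist; some results beyond the cut were filed as inactive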
Target sequence (P32249 whole entry, looked up, the tested form may be a part): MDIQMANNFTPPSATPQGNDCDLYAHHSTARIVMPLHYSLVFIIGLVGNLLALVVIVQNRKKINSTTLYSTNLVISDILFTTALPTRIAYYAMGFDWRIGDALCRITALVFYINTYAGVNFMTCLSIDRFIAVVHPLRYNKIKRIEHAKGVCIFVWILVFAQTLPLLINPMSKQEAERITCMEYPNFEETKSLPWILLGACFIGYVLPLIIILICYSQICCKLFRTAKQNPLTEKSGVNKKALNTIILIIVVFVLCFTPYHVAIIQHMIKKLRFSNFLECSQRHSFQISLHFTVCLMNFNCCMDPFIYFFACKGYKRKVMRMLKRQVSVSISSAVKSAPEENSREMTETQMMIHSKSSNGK
UBC13 polyUb – human UBC13 polyubiquitination inhibition. P61088. UBC13 polyubiquitin chain formation, TR-FRET. inhibition, % at 20 µM. 330,000 tested, 0.47% active. AID 485273; in the data active = inhibition above about 45%, passing the limit was not always enough
Target sequence (P61088 whole entry, looked up): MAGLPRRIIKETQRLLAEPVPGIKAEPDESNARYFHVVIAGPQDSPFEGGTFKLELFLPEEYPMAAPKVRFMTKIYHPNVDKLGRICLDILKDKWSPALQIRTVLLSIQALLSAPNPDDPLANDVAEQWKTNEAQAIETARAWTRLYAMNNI
Apaf1 inhib – human Apaf-1 inhibition; inhibition, % at 20 µM; O14727; reconstituted apoptosome caspase-3 activity, DEVD-Rh110 fluorescence; 330,000 tested, 0.71% active; AID 489030; active = inhibition of at least 40% at 20 µM;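 also: plate controls were DMSO wells for no effect and DEVD-CHO caspase inhibitor wells for full effect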
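System – cell-free apoptosome with Apaf-1, procaspase-3 and caspase-9 · Buffer or medium – pH 7.5 Hepes buffer with CHAPS, BSA, DTT · Also added – cytochrome c with DEVD-Rh110 · Times – 30 min compound preincubation, 50 min activation, room temperature · Technique – Rh110 fluorescence intensity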
CCR6 antagonist – antagonists of human CCR6 receptor. inhibition, % at 20 µM. CHO-K1 CCR6 PathHunter beta-arrestin, luminescence, CCL20-stimulated. 340,000 tested, 0.49% active. P51684;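 active = compounds whose inhibition of the agonist-driven luminescence signal at 20 µM reaches about 50%, limit read from the data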;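 also: cells stimulated with CCL20 at 14 nM final; plate controls were DMSO with CCL20 for no effect and DMSO without agonist for full effect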
An asterisk follows results filed as active; i = inactive; nt = no result given. Rule as the data show it, unless noted: active = inhibition above about 50%; inactive = the rest. These rows are one share of the data; rates above refer to the full screens.

Every second line gives: 697 NFkB inh	SENP8 block	Gli-Sufu block	Jurkat NFkB inh	EBI2 antag	UBC13 polyUb	Apaf1 inhib	CCR6 antagonist
- CCOC(=O)N1CCN(C(=O)C(=O)NN)CC1
  3	1	47	-3	-7	0	-12	8
- Cc1cc(C)n2nc(C(=O)Nc3nnc(C4CC4)s3)nc2n1
  -55	-9	-2	-39	-9	-6	-1	-6
- C#CCOc1ccc(C2C3=C(CC(C)(C)CC3=O)N(CC(=O)O)C3=C2C(=O)CC(C)(C)C3)cc1
  -3	-6	-11	-15	3	-10	6	-6
- COC(c1ccccc1)c1nc2ccccc2[nH]c1=O (centres undefined)
  7	-10	4	-7	-10	18	10	4
- COc1cccc(NC(=S)N2C3CCCC2CC(NC(=O)C2CC2)C3)c1 (centres undefined)
  1	-3	5	-8	5	-8	9	10
- O=C(NCc1n[nH]c(=S)n1-c1ccc(Br)cc1)c1ccc(S(=O)(=O)N2CCCC2)cc1
  18	13	-2	0	-13	-14	-1	13
- CC(=O)Nc1ccc(NC(=O)C(C)OC(=O)CNC(=O)c2sc3ccccc3c2Cl)cc1 (centres undefined)
  17	-9	-1	2	-15	-6	-1	5
- CC1=NN(c2ccccc2)C(=O)/C1=C\c1sccc1C
  2	-5	5	4	11	-19	28	17
- CCC1CCCCN1C(=S)NC(=O)c1ccco1 (centres undefined)
  0	-20	3	-57	-4	-8	9	6
- Cc1cc(NC(=O)CCS(=O)(=O)c2ccc(F)cc2)no1
  16	8	-8	2	4	4	0	4
- O=C(NCCc1csc(-c2cccnc2)n1)c1ccccc1Br
  10	-1	1	12	-10	4	-17	8
- CCCCc1nnc(NC(=O)CN2C(=O)c3ccccc3C2=O)s1
  5	-11	-5	-2	-12	-7	15	-1
- CCCSc1nsc(N)n1
  21	1	-4	0	-15	11	-16	-9
- CC(=O)Nc1ccc(S(=O)(=O)N2CCCC2C(=O)O)cc1 (centres undefined)
  8	7	1	6	-6	7	-17	-6
- Cc1c(C(=O)O)oc2ccc(S(=O)(=O)N3CC(C)CC(C)C3)cc12 (centres undefined)
  11	14	2	6	4	-1	2	5
- COc1cccc(C(=O)Nc2c(C)nn(-c3ccccc3)c2C)c1
  -4	-1	-12	7	-15	-5	8	10
- O=C(Cc1ccc(F)cc1)NCc1cccnc1
  22	-8	-7	-7	-1	9	-6	-3
- CN1CCN(C(=O)Cn2c(=O)oc3cc(S(=O)(=O)NCc4ccccc4)ccc32)CC1
  2	4	6	-14	-5	-6	3	-10
- NC(=O)c1ccccc1NC(=O)/C=C/c1ccccc1
  -130	22	-87	-87	-4	-13	-3	14
- COC(=O)CCC(=O)Nc1sc2c(c1C#N)CCCC2
  -3	1	3	-2	5	4	3	13
- O=C1/C(=C\c2ccco2)SC(=S)N1Cc1ccccc1
  12	-1	11	0	9	-9	12	32
- Cc1cc(C)c(C)c(C(=O)COC(=O)CNC(=O)CNC(=O)c2ccco2)c1C
  10	-3	-14	8	-4	2	6	3
- NNC(=O)c1ccc(S(=O)(=O)N2CCc3ccccc32)cc1
  -37	-5	-31	2	-4	-16	-2	-4
- NC(=O)c1ccsc1NC(=O)c1ccco1
  -13	12	-1	-9	-5	-5	7	9
- CC(CCc1ccccc1)NC(=O)C(=O)NCc1ccccc1 (centres undefined)
  -8	-14	-3	3	4	-9	-2	13
- CCOc1ccccc1NC(=O)C1C2CCC3C(CCC21)C3(Cl)Cl (centres undefined)
  -8	-4	-22	17	-7	4	-3	6
- CCCCN(CCCC)c1nc2ccccc2nc1NS(=O)(=O)c1ccc(NC(C)=O)cc1
  -10	4	11	-14	8	-2	14	-5
- CSc1nsc(SC)c1NC(=O)OCCc1ccccn1
  17	2	4	-4	-5	4	-3	4
- CC1Cc2ccccc2N1CC(=O)Nc1cccc(S(N)(=O)=O)c1 (centres undefined)
  1	-11	-2	-3	-4	0	-2	-5
- CCOC(=O)c1sc(NC(=O)c2ccccc2F)c(C(N)=O)c1C
  -19	-1	0	7	9	27	5	12

(continued)
Every second line gives: 697 NFkB inh	SENP8 block	Gli-Sufu block	Jurkat NFkB inh	EBI2 antag	UBC13 polyUb	Apaf1 inhib	CCR6 antagonist
- Cc1nc2cc(-c3ccc(Cl)cc3)nn2c(C)c1CCC(=O)NCc1ccco1
  43*	-8	0	17	50*	14	18	5
- COc1cc(NC(=S)N2CCN(C)CC2)c(OC)cc1Cl
  9	0	1	-5	-7	4	0	7
- O=C(O)C(NS(=O)(=O)c1cccc2nsnc12)c1ccccc1 (centres undefined)
  20	1	1	-7	2	14	-17	1
- COCCCC1CCN(C(=O)CCc2nnc(CCCCc3ccccc3)o2)CC1
  -9	-2	-7	-6	-9	2	11	10
- COc1ccc(-c2ccnc(SCC(=O)c3ccc(OC)c(OC)c3)n2)cc1
  -29	2	3	15	15	-5	-6	-2
- Cc1cc(C)c(C#N)c(SCC(=O)OC2CCCCC2)n1
  -7	2	4	-6	12	11	14	28
- Cc1ccccc1NC(=O)C1CC(Cl)=CCC1C(=O)O (centres undefined)
  17	4	2	12	-7	-3	-111	2
- O=C(COC(=O)/C=C/c1ccc2c(c1)OCO2)Nc1ccc(S(=O)(=O)N2CCCC2)cc1
  4	-5	-5	4	18	8	12	19
- COc1cccc(C(=O)NC2CC3CCCC(C2)N3Cc2ccc(C)cc2)c1 (centres undefined)
  -5	0	33	-10	6	16	1	13
- CC(=O)N1CCN(c2ccc(NCc3ccc(F)cc3)cc2)CC1
  9	-6	1	1	0	1	7	-5
- Cc1cnc(CNC(=O)CC2C(=O)NCCN2Cc2ccccc2F)cn1 (centres undefined)
  16	-1	-3	8	11	-3	-14	1
- O=C(Nc1ccc(-c2nc3cc(Cl)ccc3c(=O)o2)cc1)c1ccco1
  19	-3	-9	8	-3	12	14	-5
- CC(C)Cc1nnc(NC(=O)CCC(=O)Nc2ccccc2)s1
  4	-3	-22	5	2	9	-4	19
- Cc1cccc(NC(=O)c2cnn(C)c2)c1C
  -45	-5	0	-11	-8	-9	9	15
- O=C(Nc1cccc(O)c1)c1ccc(C(F)(F)F)cc1
  -23	67*	-20	-107	7	0	7	-6
- O=[N+]([O-])c1ccc2nc(-c3ccc(OC(F)F)cc3)cn2c1
  -100	2	-83	-51	-6	-10	1	-8
- O=C(O)c1ccc(Oc2cc(Oc3ccc(C(=O)O)cc3)cc([N+](=O)[O-])c2)cc1
  -46	-7	12	-27	-9	-12	14	1
- Cc1nnc(N2CCOCC2)c2nn(-c3ccccc3)c(C)c12
  -3	2	5	22	-7	-1	-6	-6
- CCCOC(=O)c1ccc(Oc2c(-c3ccc(O)cc3O)n[nH]c2C)cc1
  -36	-15	-22	-15	2	7	15	13
- O=C(COC(=O)c1ccc2c(c1[N+](=O)[O-])C(=O)c1ccccc1C2=O)NC1CC1
  -12	17	-9	3	1	-44	15	-4
- COc1cc(-c2nnc(SCC#CCO)o2)cc(OC)c1OC
  12	-2	8	11	9	5	4	-3
- NC(=O)c1cccnc1Oc1ccc(Cl)cc1Cl
  7	1	-4	-1	-27	4	-3	1
- Cc1cc(C)n2nc(SCC(=O)N3CCC(C(=O)O)CC3)nc2n1
  -2	-13	-2	-9	-4	-10	-3	-3
- COc1ccc(-c2nnc3sc(-c4ccccn4)nn23)cc1
  -29	-6	nt	-23	nt	0	27	nt
- CN1Cc2c(N3CCOCC3)nc3sc(C#N)c(N)c3c2CC1(C)C
  -11	-7	3	3	2	-13	8	-5
- COc1ccccc1N1CCN(C(=O)c2cc(C(C)(C)C)oc2C)CC1
  -7	-3	-5	5	5	7	-380	-12
- Cc1ccc2oc(=O)n(CC(=O)OCCC(C)C)c2c1
  13	-2	6	10	-4	13	-7	-1
- O=C(COC(=O)C1CC1)Nc1ccc(S(=O)(=O)N2CCOCC2)cc1
  -11	1	5	15	-3	10	-5	0
- CC(C)(C)OC(=O)N[C@H](C(=O)OC(C)(C)C)c1ccc2ccccc2c1
  5	-8	-3	-3	8	-13	23	20
- CN(C)/C=N/c1c(C#N)nnn1Cc1ccccc1
  -6	-5	0	-11	-2	-2	-3	14

Random excerpt: 2 records from the list, in no set order.
Every second line gives: 697 NFkB inh	SENP8 block	Gli-Sufu block	Jurkat NFkB inh	EBI2 antag	UBC13 polyUb	Apaf1 inhib	CCR6 antagonist
- Cc1cc(C)n2nc(SCC(=O)N3CCC(C(=O)O)CC3)nc2n1
  -2	-13	-2	-9	-4	-10	-3	-3
- O=[N+]([O-])c1ccc2nc(-c3ccc(OC(F)F)cc3)cn2c1
  -100	2	-83	-51	-6	-10	1	-8

Continuation:
Every second line gives: 697 NFkB inh	SENP8 block	Gli-Sufu block	Jurkat NFkB inh	EBI2 antag	UBC13 polyUb	Apaf1 inhib	CCR6 antagonist
- CCc1nc(SCC(=O)NCCc2ccccc2)c2c(=O)n(C)c(=O)n(C)c2n1
  7	-6	4	-6	1	3	2	5
- CNC(=O)COC(=O)/C=C/c1ccco1
  14	-19	-1	0	-3	-2	3	5
- COC(=O)C1CCN(c2cnccn2)CC1
  12	6	-35	-35	-7	-2	-4	2
- Cc1cccc2c1OCC/C2=N\NC(=O)COc1ccccc1Cl
  -143	-33	-58	-111	-1	15	8	5
- CCN(CC(=O)NCc1ccc(F)cc1)CC(=O)Nc1ccccc1-c1ccccc1
  -20	-4	5	-6	4	-13	17	1
- O=C(C/C=N/OCc1ccccc1F)c1cnc(-c2ccc(Cl)cc2)s1
  -9	-7	0	-12	5	-13	8	32
- CC1(c2ccc3c(c2)OCCCO3)NC(=O)N(CC(=O)NCCc2ccccc2)C1=O (centres undefined)
  9	-7	-2	-2	0	-6	4	4
- COc1cc(C(=O)OCCCN2CCOCC2)ccc1O
  0	-11	-2	0	-3	2	-3	4
- Cc1cc(C)nc(NC(=O)Cc2ccc(Cl)cc2)c1
  18	-5	10	0	-4	7	6	4
- O/N=C/c1ccnc(SCc2ccc(Cl)cc2)n1
  16	-5	2	-23	-2	9	-10	-6
- Cc1nn(C)c(=O)n1-c1ccccc1
  -10	-6	9	-2	-3	-4	-4	-4
- CCn1c(CC(=O)Nc2ccccc2C)nnc1SCC(=O)NC1=NCCS1
  -8	-9	21	-15	5	-9	4	-3
- Nc1cc[n+](CC(=O)Nc2ccccc2)cc1
  -12	-2	5	0	-8	2	8	-7
- Cc1c(Br)c([N+](=O)[O-])nn1CC(=O)Nc1ccc2nc3n(c(=O)c2c1)CCCC3
  -11	-5	-17	4	4	2	0	24
- O=C(CCS(=O)(=O)c1ccccc1)Nc1ccc(-c2nc3ccccc3s2)cc1
  -382	-2	-90	-161	6	13	-30	-5
- CC1CCCN(C(=O)c2cc(S(=O)(=O)N3CCCCC3)c[nH]2)C1 (centres undefined)
  1	0	-1	2	0	5	2	11
- CN(C(=O)c1ccc(NC(=O)C2CCCN(C(=O)OC(C)(C)C)C2)cc1)C1CCCCC1 (centres undefined)
  -10	9	7	-9	-3	13	15	4
- O=S(=O)(NCCc1csc(-c2cccnc2)n1)c1ccc(Cl)s1
  -4	1	9	-12	1	8	17	10
- COc1ccccc1-c1nnn(C/C(N)=N/O)n1
  18	-8	9	4	-14	6	1	0
- CCc1c(C(=O)NNC(=O)Nc2ccc3c(c2)OCO3)csc1C
  -30	1	-17	-3	-1	-4	1	17
- ClC1(Cl)CC1Cn1c(C2CC2)nc2ccccc21 (centres undefined)
  -6	1	5	-1	-3	13	-3	-7
- Cc1occc1C(=O)NN1C(=O)C2C3CCC(O3)C2C1=O (centres undefined)
  14	-6	2	-6	-6	-10	12	-2
- CCN(C[C@H]1N[C@@](C)(C(=O)OC)[C@H]2C(=O)N(Cc3ccccc3)C(=O)[C@@H]12)S(=O)(=O)c1ccc(F)cc1
  2	-11	-16	-9	-4	-4	7	4
- CCOC(=O)C(C)Oc1cccc2c(=O)n(CC(=O)NCCc3ccccc3)ccc12 (centres undefined)
  23	-4	2	-4	2	-4	-1	10
- CC(=O)Nc1ccc(OCCOc2ccc(/C=C3/C(=N)N4C=CSC4=NC3=O)cc2)cc1
  4	8	-4	11	-15	-8	-13	31
- CC(=O)c1cnc(-c2ccccn2)s1
  5	-8	2	-7	8	-16	-4	0
- CCC(C)c1ccc(-c2cc(C(=O)OCC(=O)Nc3cc(C)on3)c3ccccc3n2)cc1 (centres undefined)
  i	-2	1	-54	17	28	12	12
